HP1b binding inh: HTS for Inhibitors of HP1-beta Chromodomain Interactions with Methylated Histone Tails; Potency, µM (doses to about 114 µM), for the others: at the top dose activity change, negative = inhibition, actives largely listed as inhibitors; AlphaScreen HP1-beta / biotin-H3K9me3 peptide binding; 390,000 tested, 0.56% active; further: potency means the concentration at half of the fitted maximal effect; nearly all actives have a fitted effect of over 70% in size; inactives centre near 23
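Compound inhibition of the preformed complex between 50 nM HP1-beta and 50 nM biotinylated H3K9me3 peptide was read by AlphaScreen. Buffer was PBS pH 7.4 with 0.01% Tween-20. Incubations ran 30 min at room temperature, with 10 ug/mL donor/acceptor beads.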
USP1 inh: Inhibitors of USP1/UAF1: Primary Screen; Ubiquitin carboxyl-terminal hydrolase 1 (Homo sapiens), O94782; recombinant USP1/UAF1, Ub-Rhodamine cleavage fluorescence; Potency, µM (doses to about 57.1 µM), inactives show at the top dose activity change, negative = inhibition, hits mostly inhibitors; 390,000 tested, 0.23% active; further: potency means the concentration at half of the fitted maximal effect; on the % scale 0 is the no-effect control and ±100 the full control effect; nearly all actives have a fitted effect of over 60% in size; inactives centre near -12
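USP1/UAF1 complex at 1 nM was preincubated with compound for 15 min at room temperature, then Ub-Rho substrate (150nM final) was added. Fluorescence (480/540 nm) was read kinetically, 6 reads every 60 seconds.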
mIDH1 inhibitor: qHTS for Inhibitors of mutant isocitrate dehydrogenase 1 (IDH1): qHTS. IDH1-R132H enzyme, NADPH consumption, diaphorase/resazurin fluorescence. Potency, µM (titrated, usually from 76.6 µM), for the others: top-dose activity change, negative = inhibition, actives largely listed as inhibitors. Isocitrate dehydrogenase [NADP] cytoplasmic (Homo sapiens), O75874. 390,000 tested, 0.093% active. AID 602179, 2012; further: potency means the concentration at half of the fitted maximal effect; on the % scale 0 is the no-effect control and ±100 the full control effect; nearly all actives have a fitted effect of over 65% in size
Target sequence (O75874 whole entry R132H, stated change not applied): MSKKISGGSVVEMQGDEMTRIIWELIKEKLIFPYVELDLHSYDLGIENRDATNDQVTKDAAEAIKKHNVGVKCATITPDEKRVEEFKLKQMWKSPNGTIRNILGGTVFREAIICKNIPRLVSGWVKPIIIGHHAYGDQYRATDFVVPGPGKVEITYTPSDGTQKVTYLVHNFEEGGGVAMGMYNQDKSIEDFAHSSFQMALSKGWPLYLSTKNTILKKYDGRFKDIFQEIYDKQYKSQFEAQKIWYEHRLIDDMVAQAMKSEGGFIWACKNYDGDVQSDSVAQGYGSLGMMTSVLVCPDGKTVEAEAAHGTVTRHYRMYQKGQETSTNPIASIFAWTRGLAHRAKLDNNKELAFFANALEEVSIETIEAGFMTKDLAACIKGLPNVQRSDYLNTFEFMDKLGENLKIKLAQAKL
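IDH1-R132H (0.5 ug/mL) preincubated 30 min with compound, then NADPH (0.016 mM) and alpha-KG (2 mM) added; 80 min at RT, pH 7.5. Remaining NADPH coupled via diaphorase/resazurin to fluorescence (540/590 nm); concentration-response curves normalized to no-enzyme control.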
GLS inhibitor: qHTS for Inhibitors of Glutaminase (GLS) | GLS enzymatic activity, qHTS titration | AID 624170, 2012 | 410,000 tested, 0.21% active | Potency, µM (top dose mostly 45.5 µM), for the others: at the top dose activity change, negative = inhibition, actives largely listed as inhibitors; further: potency means the concentration at half of the fitted maximal effect; on the % scale 0 is the no-effect control and ±100 the full control effect
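Human kidney-isoform GLS in 45 mM KH2PO4 pH 8.2, 0.02% Tween-20, with compound, started with 1mM L-Glutamine (added stock). Glutamate oxidase/HRP/Amplex red coupled fluorescence read at start and after 30 min at RT.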
TrxR1 substrate: qHTS Assay for Substrates of Mammalian Selenoprotein Thioredoxin Reductase 1 (TrxR1): qHTS | Thioredoxin reductase 1, cytoplasmic (Rattus norvegicus), O89049 | purified TrxR1 substrate turnover, NADPH consumption readout | Potency, µM (top dose mostly 114 µM), for inactives: at the highest dose activity change, negative = substrate turnover | 390,000 tested, 0.01% active | AID 588456, 2011; further: potency means the concentration at half of the fitted maximal effect; on the % scale 0 is the no-effect control and ±100 the full control effect; nearly all actives have a fitted effect of over 50% in size
Target sequence (O89049 whole entry, looked up): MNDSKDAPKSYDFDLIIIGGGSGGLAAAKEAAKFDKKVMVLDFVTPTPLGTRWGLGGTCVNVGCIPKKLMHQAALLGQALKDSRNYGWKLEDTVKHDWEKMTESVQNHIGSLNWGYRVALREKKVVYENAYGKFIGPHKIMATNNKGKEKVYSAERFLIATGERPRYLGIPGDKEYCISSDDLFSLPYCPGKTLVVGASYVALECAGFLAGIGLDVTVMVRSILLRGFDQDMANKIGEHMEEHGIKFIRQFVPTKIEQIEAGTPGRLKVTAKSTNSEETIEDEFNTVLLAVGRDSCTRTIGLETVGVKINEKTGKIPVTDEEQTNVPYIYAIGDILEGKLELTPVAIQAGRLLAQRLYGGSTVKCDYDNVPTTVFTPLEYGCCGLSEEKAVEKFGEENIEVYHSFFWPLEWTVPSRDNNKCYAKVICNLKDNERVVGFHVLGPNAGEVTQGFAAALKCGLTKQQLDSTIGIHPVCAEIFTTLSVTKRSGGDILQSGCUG
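Rat TrxR1, dispensed at 90 nM, was prereduced with 400 uM NADPH (final) for 5 min at ~22 deg C, then incubated with compound 15 min before 400 uM selenite. A first-read NADPH fluorescence drop versus no-compound background flagged substrates.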
rTrxR1 inhibitor: qHTS Assay for Inhibitors of Mammalian Selenoprotein Thioredoxin Reductase 1 (TrxR1): qHTS | 390,000 tested, 1% active | AID 588453, 2011 | Potency, µM (series often up to 114 µM), inactives show at the highest dose activity change, negative = inhibition, most hits filed as inhibitors | Thioredoxin reductase 1, cytoplasmic (Rattus norvegicus), O89049 | recombinant rTrxR1, NADPH fluorescence consumption, selenite substrate; further: potency means the concentration at half of the fitted maximal effect; on the % scale 0 is the no-effect control and ±100 the full control effect; nearly all actives have a fitted effect of over 65% in size
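Rat TrxR1 (90 nM in the dispensed reagent) was pre-reduced with 400 uM NADPH for 5 min at room temperature, then incubated with compound for 15 min. After 400 uM selenite was added, NADPH fluorescence (Ex 340/Em 450 nm) was followed for 8 min.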
Pin1 inh: qHTS Assay to Find Inhibitors of Pin1. Peptidyl-prolyl cis-trans isomerase NIMA-interacting 1 (Homo sapiens), Q13526. Pin1 FP peptide displacement, HiFluor488, 10 min. Potency, µM (highest dose often 115 µM), inactives show top-dose activity, negative = inhibition, most hits filed as inhibitors. 390,000 tested, 0.009% active. AID 504891, 2011; active means well fitted inhibition curve with a large enough effect in the polarisation, with a control signal flat, not every such curve was filed as active; inconclusive means small, poorly fitted or top-dose-only effect, or effect the other way, or a change in a side signal; inactive means no such curve, though single readings can be large or run the other way; the % refers to the polarisation; further: potency means the concentration at half of the fitted maximal effect; on the % scale 0 is the no-effect control and ±100 the full control effect
PI4K2A inh: qHTS for small molecular inhibitors of PI4K2A; 420,000 tested, 0.13% active; AID 1346378, 2018; activity change, negative = inhibition, % at 76.9 µM; Phosphatidylinositol 4-kinase type 2-alpha (Homo sapiens), Q9BTU6; purified PI4K2A, ADP-Glo luminescence, 1 h; active compounds read low; in the data active means activity change below about -50%; inconclusive means mostly about -30% to -49%;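 further: -100% = wells without enzyme as full effect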
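PI4K2A activity was measured by ADP-Glo luminescence: enzyme (4 ug/mL stock) and phosphatidylinositol (1.2 mM stock) in Tris pH 7.5/MgCl2/EGTA/Triton X-100 buffer were reacted with ATP (300 microM stock) for one hour at ambient temperature.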
PGK inhibitor: qHTS Assay to Find Inhibitors of Phosphoglycerate Kinase; Phosphoglycerate kinase, glycosomal (Trypanosoma brucei brucei), P07378; PGK/GAPDH coupled, Kinase-Glo luminescence, 60 min; Potency, µM (series often up to 57.5 µM), for inactives: top-dose activity change, negative = inhibition, actives largely listed as inhibitors; 380,000 tested, 0.043% active; further: potency means the concentration at half of the fitted maximal effect; on the % scale 0 is the no-effect control and ±100 the full control effect; nearly all actives have a fitted effect of over 60% in size
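Recombinant glycosomal PGK reaction used 1,3-bisphosphoglycerate generated in-well by GAPDH (100nM final) in 100mM TEA pH 7.6, 5mM MgCl2, 0.01% Tween-20. After 60 minutes at room temperature, ATP was read by Kinase-Glo Plus luminescence end-point.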
* = called active by the depositor; i = inactive; ? = inconclusive; / = not tested or not shown; [ ] = another dose, or the depositor's remark. Unless noted, the call rests on the fitted dose curve; in most records, active means well fitted curve in the direction sought with a large enough effect; inconclusive means small, poorly fitted or top-dose-only effect, or another doubt; inactive means no such curve, though single readings can be large; an effect the other way counts as inactive or inconclusive.

compound,HP1b binding inh,USP1 inh,mIDH1 inhibitor,GLS inhibitor,TrxR1 substrate,rTrxR1 inhibitor,Pin1 inh,PI4K2A inh,PGK inhibitor
CCOC(=O)C1CCCN(CC(O)COC(c2ccccc2)c2ccccc2)C1 (stereo unspecified),1%,-17%,-4%,-4%,9%[57.1 µM],22%[57.1 µM],8%,4,6%
Cc1cc(F)ccc1NC(=S)NCCc1ccccc1,36%,-10%,0%,12%,-2%,-6%,1%,5,4%
COc1cc(C(=O)N2CCC(n3cnc4cc(F)ccc43)CC2)cc(OC)c1OC,27%,-3%,-6%,15%,7%[57.1 µM],5%[57.1 µM],1%,1,3%
CC(C)(C)n1ncc2c(=O)n(CC(=O)c3ccccc3)cnc21,43%[activator],-17%,0%,-9%,-4%,4%[57.1 µM],-4%,-8,8%
COc1ccc(-c2noc(CCC(=O)NCC3CCCO3)n2)cc1 (stereo unspecified),8%,-2%,11%,3%,13%[57.1 µM],6%[57.1 µM],-7%,2,-1%
CN(Cc1cccs1)S(=O)(=O)c1ccc(Cl)cc1F,114%[activator],-6%,-11%,-2%,-7%,5%,4%,-1,-5%
CCCN(CCC)S(=O)(=O)c1ccc(C(=O)Nc2nc(-c3ccccc3)c(C(=O)OCC)s2)cc1,32%,-21%,-3%,0%,-9%,-9%,4%,-1,-2%
COC(=O)c1ccccc1NC(=O)CSc1ccc(C)cc1,189%[activator],-6%,4%,-1%,4%,13%,-1%,-8,3%
O=C(CC1SC(=Nc2ccc3c(c2)OCCO3)NC1=O)Nc1ccc(F)cc1F (stereo unspecified),0%,3%,-5%,5%,-3%,-3%,/,-3,-6%
Cc1ccc2nc(SCC(=O)N3CC(C)OC(C)C3)nc(=O)n2c1 (stereo unspecified),34%,-12%,4%,-3%,-10%,-20%,-6%,1,-8%
Cc1cccc(C(=O)NC(=S)Nc2ccc(N3CCOCC3)cc2)c1,?,-11%,-2%,-11%,-8%,32µM*,-5%,2,6%
COc1cc(CCC(C)=O)ccc1OC(=O)c1c(F)cccc1Cl,82%[activator],-15%,10%,-3%,2%[57.1 µM],22%[57.1 µM],8%,-2,-10%
CC(NC(=O)COc1ccccc1)C(=O)NCc1ccc(S(N)(=O)=O)cc1 (stereo unspecified),1%,-11%,-8%,2%,-1%,0%,-1%,3,5%
C=CCn1c(=O)c(C(=O)NCc2ccc(Cl)cc2)c(O)c2ccccc21,131%[activator],-8%,0%,-2%,-1%,21%,0%,4,-2%
Cc1ccc(S(=O)(=O)N2CCCC2)cc1C(=O)O,56%,-17%,10%,0%,-7%[57.1 µM],6%[57.1 µM],9%,3,-3%
Cc1ccc[n+](CC(=O)N2CCCCC2)c1C,20%,-18%,7%,2%,7%,14%,?,-1,-1%
O=C(NC1CCCC1)C(c1ccccn1)N(C(=O)c1csnn1)C1CCCCC1 (stereo unspecified),-13%,-9%,8%,46%[activator],2%,0%,-1%,1,5%
CCOc1ccc(S(=O)(=O)N2Cc3ccccc3CC2C(=O)Nc2ccc(NC(C)=O)cc2)cc1 (stereo unspecified),2%,-12%,35%,-13%,-6%,15%,20%,1,-3%
Cc1ccccc1OCC(=O)Nc1ccc(N2CCOCC2)cc1N1CCOCC1,3%,-19%,-1%,16%,6%,19%,-2%,-2,8%
O=C(CSc1ccc(-c2ccc(Br)cc2)nn1)NCC1CCCO1 (stereo unspecified),22%,-17%,-2%,0%,0%,-8%,-3%,8,-4%
C=CCNC(=O)Cn1nnc(-c2ccc(-c3ccc(OC)cc3)cc2)n1,28%,4%,1%,0%,27%,31%,0%,2,1%
Cc1cc(C(=O)CN2C(=O)C(=O)N(Cc3ccco3)C2=O)c(C)n1CCc1ccccc1,4%,-17%,6%,11%,-1%,11%,21%,2,-5%
CCSc1nnc(NC(=O)Cc2cc(OC)c(OC)c(OC)c2)s1,12%,8%,-10%,2%,0%[57.1 µM],23%[57.1 µM],-2%,0,1%
CC(C)(c1ccccc1)c1ccc(OCCN2CCOCC2)cc1,?,0%,12%,3%,-3%,9%,6%,0,/
COc1ccc(/C=C2\SC(=S)N(CCC(=O)Nc3ccccn3)C2=O)cc1OC,-10%,-20%,-7%,3%,4%,12%,?,-2,-8%
Cc1ccc(C)c(OCC(=O)N/N=C\c2cccn2C)c1,19%,-20%,-5%,2%,-4%,11%[57.1 µM],1%,4,4%
O=C(Nc1cccc(Cl)c1Cl)c1ccc2c(c1)N(Cc1cccc(Cl)c1)C(=O)c1ccccc1S2(=O)=O,63%[activator],-25%,9%,3%,4%,10%,14%,2,i
COc1cc(/C=N/NC(=O)c2c(-c3ccccc3)noc2C)ccc1O,22%,9%,2%,21%,-5%,3%[57.1 µM],-1%,8,4%
CC(=O)NC(CC(=O)N(Cc1ccccc1)c1cccc(C)c1)c1ccccc1 (stereo unspecified),-2%,-16%,9%,0%,-6%,-5%,-12%,0,-4%
COc1ccc(C(=O)NCCNc2ccccc2[N+](=O)[O-])cc1,4%,-15%,4%,1%,-2%,6%,-5%,7,1%
O=C(Cc1cccs1)Nc1nc(-c2cccnc2)cs1,18%,-24%,-4%,-8%,-4%,1%,14%,-4,-10%
CCOc1ccccc1NC(=O)CNS(=O)(=O)c1ccc2nc(C)sc2c1,34%,-23%,-1%,-2%,0%[11.4 µM],8%[11.4 µM],-1%,-2,8%
CCc1cc(C(N)=O)c(NC(=O)c2ccc(OC)cc2)s1,13%,-24%,14%,4%,8%[57.1 µM],6%,18%,3,-5%
C=CCC[C@H](Cc1ccc(F)cc1)C(=O)OC[C@@H](Cc1c[nH]c2ccccc12)NC(=O)[C@@H](CC=C)CC(=O)NCCO,-6%,2%,12%,-1%,-10%,10%,2%,2,-1%
CCOC(=O)Cc1csc(NC(=O)/C=C/c2ccc(Br)o2)n1,21%,-2%,-1%,2%,-12%,?,17%,-4,-9%
Cc1ccc(-c2nn3c(C)nnc3s2)cc1N,36%[activator],-13%,11%,3%,-3%,7%,1%,-2,-2%
CCc1ccc(S(=O)(=O)c2nnn(-c3cccc(C)c3)c2N)cc1,34%,?,-7%,0%,1%,15%,0%,-1,-3%
CN1C(=O)C2(c3ccccc31)N(C)CC(c1ccccn1)C21SC(=S)N(Cc2ccco2)C1=O (stereo unspecified),?,-16%,2%,-1%,0%[57.1 µM],24%[57.1 µM],-5%,5,16%
Cc1ccc(NC(=O)C2C3/C=C\CCCCC32)cc1C (stereo unspecified),28%,-13%,4%,-12%,-7%,9%,-3%,0,0%
Nc1cc(N2CCCC2)c(Cl)cc1[N+](=O)[O-],-12%,-21%,1%,-3%,9%[57.1 µM],21%[57.1 µM],-7%,-2,-6%
Cc1cc(C)n(-c2nc(-c3ccc(Cl)cc3)cs2)n1,41%[activator],-2%,2%,4%,16%[57.1 µM],25%[57.1 µM],-8%,-1,-6%
Cc1cc2[nH]c(=O)c(=O)[nH]c2cc1S(=O)(=O)N1CCC(C)CC1,57%[activator],-23%,9%,-5%,14%,26%,0%,6,-9%
Cc1cccc(NC(=O)C(NS(=O)(=O)c2ccc3c(c2)oc(=O)n3C)C(C)C)c1 (stereo unspecified),26%,-21%,7%,0%,4%,11%,12%,-1,i
O=C(/C=C(O)/C=C/c1ccc(O)cc1)/C=C/c1ccc(O)cc1,56%[activator],28µM*,-22%,37%[activator],-3%,-42%,?,-6,10%
CCn1cc(SCC(=O)N2CCc3ccccc32)c2ccccc21,38%,-22%,28%,-9%,15%[57.1 µM],21%[57.1 µM],3%,0,-6%
COC(=O)c1ccc2c(=O)n(CCCCCC(=O)N3CCN(c4ccc(F)cc4)CC3)c(=O)[nH]c2c1,28%,-15%,3%,8%,4%,11%,-4%,3,-5%
C/C(=N\OC(=O)c1c(-c2c(F)cccc2Cl)noc1C)c1nccs1,45%[activator],-23%,0%,-17%,-6%,12%,-8%,2,-9%

Source: PubChem

These rows are one share of the data; rates above refer to the full screens.
